# Screens (PubChem BioAssay)
# Pf growth 48h – inhibits P. falciparum growth in the first generation, 48 h; Potency, µM (series often up to 28.7 µM), for inactives: at the highest dose activity change, negative = inhibition, hits mostly inhibitors; 5.9% of 310,000 active; P. falciparum luciferase growth in erythrocytes, 48 h; further: potency means the concentration at half of the fitted maximal effect; on the % scale 0 is the no-effect control and ±100 the full control effect
#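 Parasite viability was followed by luminescence of a genomically integrated firefly luciferase. Cultures held 0.1% parasitemia at 2% hematocrit (final), incubated under 5% CO2 at 37 C.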
# Pf growth 96h – inhibits malaria parasite growth, 96 h | P. falciparum luciferase reporter growth, 96 h | Potency, µM (top dose mostly 28.7 µM), for inactives: at the highest dose activity change, negative = inhibition, actives largely listed as inhibitors | 6.9% of 320,000 active | AID 504834; further: potency means the concentration at half of the fitted maximal effect; on the % scale 0 is the no-effect control and ±100 the full control effect
#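 P. falciparum expressing integrated firefly luciferase, in erythrocytes at 2% hematocrit, 0.05% parasitemia, incubated with compounds 96 h at 37 C, 5% CO2. Growth inhibition read as loss of luminescence; two-generation exposure targets delayed-death apicoplast inhibitors.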
# Giardia FBPA inh – Giardia lamblia aldolase inhibition. A8B2U2. purified Giardia FBPA. Potency, µM (series often up to 59.6 µM), inactives show at the highest dose activity, negative = inhibition, hits mostly inhibitors. 0.71% of 290,000 active. AID 2451; further: potency means the concentration at half of the fitted maximal effect; on the % scale 0 is the no-effect control and ±100 the full control effect; nearly all actives have a fitted effect of over 55% in size
# Target sequence (A8B2U2 whole entry, looked up): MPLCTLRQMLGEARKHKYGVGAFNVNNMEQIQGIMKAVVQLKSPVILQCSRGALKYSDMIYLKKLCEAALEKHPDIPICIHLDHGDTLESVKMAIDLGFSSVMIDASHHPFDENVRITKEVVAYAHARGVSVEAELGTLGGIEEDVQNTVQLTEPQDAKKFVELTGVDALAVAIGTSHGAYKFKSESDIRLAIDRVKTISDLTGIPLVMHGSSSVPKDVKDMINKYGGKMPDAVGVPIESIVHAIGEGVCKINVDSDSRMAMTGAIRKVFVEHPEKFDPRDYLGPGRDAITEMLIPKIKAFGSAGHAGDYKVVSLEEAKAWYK
#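 Giardia FBPA (40 nM reagent) was preincubated 10 min at RT with compound (up to 57.5 uM final), then substrate plus GAPDH/TPI/NAD/arsenate coupling system with diaphorase/resazurin was added; resorufin fluorescence (525/598 nm) was read after 20 min.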
# Cycloheximide cs – counter-screen hit for Shiga toxin inhibitors, cycloheximide; max response, %; 12% of 300,000 active; cell reporter, cycloheximide protein synthesis inhibition counterscreen; AID 2314; in the data active means max response mostly above about 13%, no sharp cut-off; inactive means mostly below about 14%; further: read at 38.3 µM for the half of the compounds with a filed dose; 0% is about no effect
# HCV inhibitor – HCV inhibition; Huh7.5.1 HCVcc-Cre infection, luciferase reporter, 44 h; Potency, µM (series often up to 41.8 µM), for the others: at the highest dose activity change, negative = inhibition, actives largely listed as inhibitors; 3.4% of 340,000 active; further: potency means the concentration at half of the fitted maximal effect; on the % scale 0 is the no-effect control and ±100 the full control effect
#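 Infectious HCV cell culture screen: compound-treated cells (1,000/well, pre-plated 4 h) are infected with HCVcc-Cre at roughly 0.5 moi and grown 44 h. Infection is quantified by luciferase signal after 15 min substrate incubation at room temperature.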
# Shiga toxin inh – inhibitors of Shiga toxin in Vero cells; inhibition, % at 38.7 µM; Vero cells, Shiga toxin protein synthesis inhibition reporter; 9.2% of 290,000 active; in the data active means inhibition mostly above about 28%, no sharp cut-off; inactive means mostly below about 43%; further: 0% is about no effect
# * = called active by the depositor; i = inactive; ? = inconclusive; . = no result given; & = joins results of further samples; [ ] = dose if it differs, or a comment. Unless noted, the call rests on the fitted dose curve; in most records, active means well fitted curve in the direction sought with a large enough effect; inconclusive means small, poorly fitted or top-dose-only effect, or another doubt; inactive means no such curve, though single readings can be large; an effect the other way counts as inactive or inconclusive.
# Values in the order – Pf growth 48h | Pf growth 96h | Giardia FBPA inh | Cycloheximide cs | HCV inhibitor | Shiga toxin inh
- Cc1ccc(C(=O)N/C(=C/c2ccco2)C(=O)NCCc2c[nH]c3ccccc23)cc1
  ? | 28% | 6% | 12 | -13% | 7
- Cc1ccc2c(c1)C1CN(C)CCC1N2C(=O)c1ccc(Cl)c(S(=O)(=O)N2CCOCC2)c1 (stereo unspecified)
  ? | ? | 0% | -1 | 8% | -9
- COc1cc(CNC(=O)C2CC2)ccc1OCc1ccccc1
  112%[activator] | 113%[activator] | -5% | 46* | 4% | 64*
- C=C1CCN([C@H](C(=O)OCc2ccc(C)cc2)C(C)C)S(=O)(=O)c2ccccc21
  ? | ? | 1% | -3 | -26% | -4
- O=C(/C=C/c1ccco1)Nc1nc(-c2ccc(F)c(F)c2)cs1
  ? | 1% | 5% | 18* | 10µM* | 43
- N#CC(=C1SC=CS1)c1nc(-c2ccccc2)cs1
  . | 71%[activator] | -6% | 58* | ? | 79*
- Cc1ccc(N2C(=O)c3ccccc3C2Nc2ccccc2F)nc1 (stereo unspecified)
  . | ? | -15% | 32* | ? | 55*
- COc1ccc(C(=O)N2N=C(c3cccc(NS(C)(=O)=O)c3)CC2c2cccs2)cc1 (stereo unspecified)
  ? | 115%[activator] | -4% | 10 | -13% | 14
- Cc1ccccc1-c1nnc(CN2CCC(C)CC2)o1
  . | 0% | -4% | 27* | 4% | 71*
- CC(C)(C)c1ccc(C(=O)NN2CCOCC2)cc1
  5% | ? | . | -2 | 5% | -10
- CCOC(=O)c1sc(-c2cccs2)nc1C
  105%[activator] | 67%[activator] | 7% | 43* | -18% | 130*
- COc1ccc(NC(=O)CN(C)C(=O)c2ccc(COc3ccccc3)o2)cc1
  3% | -5% | . | . | -10% | .
- CC(CC(=O)N1CCN(c2ccccc2F)CC1)c1ccccc1 (stereo unspecified)
  24% | -14% | 1% | 5 | 10% | 17
- CCn1c(SCC(=O)NCc2ccco2)nc2c1c(=O)n(C)c(=O)n2C
  16% | -34% | 1% | -2 | 1% | 68*
- Cc1cc(C)n(-c2ccc(Cl)c(C(=O)O)c2)n1
  73%[activator] | 21% | -6% | 44* | 28% | 46
- COc1ccc(C(=O)OCC(=O)NC(C)CCc2ccccc2)cc1 (stereo unspecified)
  5% | 1% | 12% | -2 | 0% | 3
- Cc1cnccc1CNC(=O)CC1C(=O)NCCN1CC(C)(C)C (stereo unspecified)
  ? | 219%[activator] | -26% | -2 | -6% | -1
- O=C(COC(=O)Cc1ccccc1)Nc1cc(S(=O)(=O)N2CCCCC2)ccc1Cl
  -26% | -15% | . | . | 0% | .
- COC(=O)c1cc(S(=O)(=O)NCC2CCN(Cc3ccc(C)cc3)CC2)c[nH]1
  -8% | -6% | -7% | -3 | -13% | 2
- Cc1cc(N)n(Cc2cccs2)n1
  0% | 17% | -4% | -2 | 7% | 4

# Given as tab-separated lines: entries from further up
smiles	Pf growth 48h	Pf growth 96h	Giardia FBPA inh	Cycloheximide cs	HCV inhibitor	Shiga toxin inh
N#CC(=C1SC=CS1)c1nc(-c2ccccc2)cs1	.	71%[activator]	-6%	58*	?	79*
Cc1ccc(N2C(=O)c3ccccc3C2Nc2ccccc2F)nc1 (stereo unspecified)	.	?	-15%	32*	?	55*
COc1ccc(C(=O)N2N=C(c3cccc(NS(C)(=O)=O)c3)CC2c2cccs2)cc1 (stereo unspecified)	?	115%[activator]	-4%	10	-13%	14
Cc1ccccc1-c1nnc(CN2CCC(C)CC2)o1	.	0%	-4%	27*	4%	71*
CC(C)(C)c1ccc(C(=O)NN2CCOCC2)cc1	5%	?	.	-2	5%	-10
CCOC(=O)c1sc(-c2cccs2)nc1C	105%[activator]	67%[activator]	7%	43*	-18%	130*
COc1ccc(NC(=O)CN(C)C(=O)c2ccc(COc3ccccc3)o2)cc1	3%	-5%	.	.	-10%	.
CC(CC(=O)N1CCN(c2ccccc2F)CC1)c1ccccc1 (stereo unspecified)	24%	-14%	1%	5	10%	17
CCn1c(SCC(=O)NCc2ccco2)nc2c1c(=O)n(C)c(=O)n2C	16%	-34%	1%	-2	1%	68*
Cc1cc(C)n(-c2ccc(Cl)c(C(=O)O)c2)n1	73%[activator]	21%	-6%	44*	28%	46
COc1ccc(C(=O)OCC(=O)NC(C)CCc2ccccc2)cc1 (stereo unspecified)	5%	1%	12%	-2	0%	3
Cc1cnccc1CNC(=O)CC1C(=O)NCCN1CC(C)(C)C (stereo unspecified)	?	219%[activator]	-26%	-2	-6%	-1
O=C(COC(=O)Cc1ccccc1)Nc1cc(S(=O)(=O)N2CCCCC2)ccc1Cl	-26%	-15%	.	.	0%	.
COC(=O)c1cc(S(=O)(=O)NCC2CCN(Cc3ccc(C)cc3)CC2)c[nH]1	-8%	-6%	-7%	-3	-13%	2
Cc1cc(N)n(Cc2cccs2)n1	0%	17%	-4%	-2	7%	4

# Next section.
# Values in the order – Pf growth 48h | Pf growth 96h | Giardia FBPA inh | Cycloheximide cs | HCV inhibitor | Shiga toxin inh
- O=c1c2ccccc2nc2n1C1(CCCCC1)Cc1ccccc1-2
  . | ? | 3% | 0 | ? | -1
- Cc1ccc(C(=O)N2CCCC(Nc3ccc(F)c(F)c3)C2)cn1 (stereo unspecified)
  -1% | 12µM* | . | 1 | 6% | -7
- CCC(Sc1nc2ncccc2[nH]1)C(=O)NCCc1ccccc1 (stereo unspecified)
  30%[activator] | -3% | 2.2µM* | -2 | -6% | 6
- Fc1ccc(N=C2NN=C(c3cc(F)ccc3F)CS2)cc1
  0% | ? | -3% | 54* | ? | 69*
- CC(=O)Nc1ccc(NC(=O)Nc2ccc(C)cc2C)cc1
  9% | -1% | 3% | 0 | -4% | 3
- Cc1ccc2nc(NC(=S)NC(=O)c3ccc(OC(C)C)cc3)sc2c1
  ? | ? | -16% | 1 | -6% | -6
- O=C(Nc1ccc(F)cc1)N1CC2CC(C1)c1cccc(=O)n1C2 (stereo unspecified)
  4% | 65%[activator] | 1% | 39 | 17% | 43
- O=S(=O)(Nc1cccc(S(=O)(=O)N2CCCC2)c1)c1ccc(Cl)s1
  -8% | -2% | . | . | -18% | .
- O=C(N/N=C\c1cn(-c2ccccc2)nc1-c1ccccc1)c1ccc(Br)o1
  9.3µM* | 4.1µM* | -2% | 14* | 4µM* | 80*
- C=C(C)Cn1c(SCC(=O)N/N=C/c2c(O)ccc3ccccc23)nc2ccccc2c1=O
  -1% | 0% | -12% | 5 | ? | 12
- Cc1ccc2c(c1)c1c(n2CC(O)CN2C(=O)CNC2=O)C(=O)CCC1 (stereo unspecified)
  . | ? | ? | -2 | ? | -6
- O=C(OCc1ccccc1)c1cccnc1Cl
  24% | 7% | 0% | 10 | ? | 19
- C=CCn1c(SCC(N)=O)nnc1-c1ccccc1O
  12% | -6%[5.75 µM] | -2% | 3 | 12% | -10
- CCOC(=O)CCc1c(C)nc(SCC(=O)O)c(C#N)c1C
  2% | ? | 1% | 1 | 20% | -11
- O=C(N/N=C/c1ccccn1)c1ccccc1
  ? | 18% | 9% | 48* | 8% | 71*
- Cn1ccnc1SCC(=O)Nc1ccc2c(c1)OCO2
  173%[activator] | 42%[activator] | -9% | 41* | 2% | 69
- COCc1cc(C)nc(SCC(=O)Nc2cccc(C)c2C)c1C#N
  ? | ? | 11% | -2 | ? | 16
- CC(C)CCCN1CCN=C1Nc1ccccc1
  ? | 45%[activator] | -6% | -1 | -7% | 15
- CN(C)c1ccc(N=Nc2nc3ccccc3n2C)cc1
  4% | ? | -10% | -9 | 10µM* | -13
- Cc1nn(CC(=O)Nc2ccccn2)c(C)c1Br
  10% | 27% | 1% | -1 | 10% | 8
- Cc1ccc2[nH]c(C(=O)N/N=C/c3ccccc3O)c(C)c2c1
  2.3µM* | 4.7µM* | 15% | 25* | 3.5µM* | 61*
- O=C(COc1ccccc1)NCC1COc2ccccc2O1 (stereo unspecified)
  9% | ? | 0% | -2 | 0% | -5
- Cc1ccc(S(=O)(=O)N2CCn3cccc3C2C)cc1 (stereo unspecified)
  ? | ? | . | . | 25% | .
- Cc1cc(C)c(S(=O)(=O)N2CCCOC2CNC(=O)C(=O)NCc2ccncc2)c(C)c1 (stereo unspecified)
  -22% | 9% | 5% | -2 | 14% | -7
- Cc1cc2c(c(=O)n1-c1ccccc1)C1O[C@](c3ccsc3)(Cc3cc(C#N)ccc31)O2
  ? | -49%[5.75 µM] | -19%[12.9 µM] | 1 | . | i
- COc1cc(C2C(C(=O)c3ccc(C)o3)=C(O)C(=O)N2c2cc(C)on2)ccc1OCc1ccccc1 (stereo unspecified)
  -12% | -12% | 5% | -3 | 4% | -3
- Cc1c(Cl)cccc1NC(=O)CNC(=O)c1ccco1
  -16% | -17% | 7% | -1 | 13% | -3
- O=C(/C=C/c1ccccc1)NC(NC(=S)Nc1cccc2cccnc12)C(Cl)(Cl)Cl (stereo unspecified)
  . | . | -14% | 17 | . | -8
- Cc1ccc(CNC(=O)c2cnc3ccccc3n2)cc1
  26% | 16% | 7% | 9 | -20% | 24
- CC(Cc1ccc(Cl)cc1)N1CCC(n2nccc2NC(=O)C2CCCC2)CC1 (stereo unspecified)
  10µM* | ? | . | -3 | ? | -4
- O=C(CCCOc1ccccc1)NN1C(=O)NC2(CCCCC2)C1=O
  -15% | 22% | . | . | -14% | .
- OCC[C@@H]1C[C@@H](O)[C@H](O)[C@@]2(CCc3ccccc3CO2)O1
  32%[activator] | ? | -4% | -2 | -4% | -6
- CC(=O)c1sc(N/N=C\c2cccc(Br)c2)nc1C
  -67% | -65% | -11% | 67* | 1% | 85*
- Cc1nc2sc(C(=O)Nc3ccccc3Cc3ccccc3)c(C)c2c(=O)[nH]1
  ? | ? | 7% | -1 | -7% | -7
- CCC(=O)NC(Cc1ccccc1)c1ccc2c(c1)OCCCO2 (stereo unspecified)
  -19% | ? | 0% | 16 | 25% | 28
- CC(C)[C@H](NC(=O)OCc1ccccc1)C(=O)OCC(=O)Nc1c(F)cccc1F
  13% | -5% | 5% | -6 | 13% | -8
- O=S(=O)(Nc1ccc(C(F)(F)F)cc1)c1cccs1
  39%[activator] | 1% | 1% | -3 | 10% | -7
- COCCn1c(=O)[nH]c(=O)c2c(C(F)(F)F)cc(-c3cccs3)nc21
  -8% | -6% | 0% | -1 | 11% | -5
- CC(=O)N1CCOc2ccc(S(=O)(=O)NCC3CCC(C(=O)Nc4ncccc4C)CC3)cc21 (stereo unspecified)
  -3% | ? | . | -9 | -1% | -2
- CCCC(C)C(=O)Nc1ccc(S(=O)(=O)Nc2nccc(C)n2)cc1 (stereo unspecified)
  22% | 55%[activator] | 11% | 1 | 14% | -17
- COc1ccc(N2C(=O)N(Cc3ccc(C)cc3)c3ccccc3S2(=O)=O)cc1
  ? | ? | -11% | 7 | -24% | 9
- COc1cccc(OCC(=O)O)c1
  71%[activator] | 24% | 6% | -5 | 10% | -12
- COCc1cc(=O)n2[nH]c(SCc3ccccc3)nc2n1
  . | -3% | 5% | 5 | 13% | -8
- NNC(=O)c1cc2sccc2s1
  ? | 39%[activator] | -7% | 10 | 11% | 2
- COc1ccc2c(c1)c(C(=O)N/N=C/c1ccc(Br)cc1)c(C)n2C
  ? | ? | -5% | 0 | ? | 1
- CCc1ccccc1NNC(=O)c1cc(C)on1
  1% | 17% | -4% | -2 | -29% | 23
- O=C(CSc1ccc2ccccc2c1)Nn1cnnc1
  . | -24% | -3% | -1 | -25% | -2
- C=CCn1c(SCC2=C(C(=O)OCC)C(C)NC(=O)N2)nnc1C1CCCCC1 (stereo unspecified)
  12µM* | 3% | 4% | 2 | 8%&10% | 11
- COc1ccccc1-n1cnc2cc(NCc3ccccn3)ccc21
  ? | -22% | -12% | 38* | 6% | 113*
- Cc1c(NCc2cccnc2)cccc1C(=O)O
  ? | ? | -10% | 9 | 7% | 19
- CCCCn1c(=O)[nH]c(=O)c2c1nc(CN1C(=O)c3ccccc3S1(=O)=O)n2CCC
  ? | ? | 0% | -8 | -8% | -14
